Myeloid diff MLP: induction of myeloid progenitor differentiation, primary screen, cell-based, flow cytometry, MLPCN library; calls only at 10 µM; ER-HoxA9 myeloid progenitors, lysozyme-GFP differentiation; AID 624256, 2012; hit rate 1% among 360,000;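 active = normalized GFP-positive differentiation at or above the plate's own cutoff, the solvent-only control mean plus 3 SD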;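 note: cells exposed to compound for four days before flow analysis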
KOR beta-arrestin-1: KOR agonists, beta-arrestin recruitment, primary screen, cell-based, luminescence, uHTS (AID 1777) | Kappa-type opioid receptor (Homo sapiens) | KOR beta-arrestin recruitment, luminescence; higher % means a stronger effect | one-dose activation, % at 10 µM; EC50 in µM for titrated hits | hit rate 0.02% among 280,000; in the data active = activation above about 50%, passing the limit was not always enough; note: a part of the inactive calls stands beside numbers as strong as those of hits
GPR55 activation: GPR55 agonists via beta-arrestin recruitment, primary screen, imaging, U2OS cells, beta-arrestin-GFP redistribution (AID 1961); activation, % at 10 µM; hits with a dose series show EC50 in µM; U2OS GPR55 beta-arrestin-GFP redistribution imaging; higher % means a stronger effect; hit rate 0.048% among 290,000;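 active = activation above 40% with more than 50 cells counted in the well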;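 note: U2OS osteosarcoma cells stably expressing GPR55 and beta-arrestin-GFP; plate controls were DMSO negative control for no effect and LPI positive control for full effect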
GPR35 arrestin U2OS: GPR35 antagonists blocking zaprinast-driven arrestin recruitment, primary screen, imaging, U2OS, beta-arrestin-GFP, zaprinast agonist (AID 2058); U2OS GPR35 beta-arrestin-GFP translocation imaging, zaprinast antagonism; higher % means a stronger effect; inhibition, % at 10 µM; hits with a dose series show IC50 in µM; hit rate 0.052% among 290,000; G-protein coupled receptor 35 (Homo sapiens);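 active = inhibition of at least 50% with at least 30 cells and total cytoplasm GFP at most 10,000,000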
HIV peptide binding: inhibitors of HIV fusion peptide binding, primary screen, biochemical, uHTS, fluorescence dequenching (AID 1986); cell-free peptide binding, fluorescence dequenching, 30 min; higher % means a stronger effect; inhibition, % at 20 µM, or IC50 in µM where a hit was titrated; hit rate 0.3% among 290,000; in the data active = inhibition mostly above about 52%, no sharp cut-off; inactive = mostly below about 76%; note: some results filed as inactive read as strong as hits
HEK293 NOD2/NF-kB: NOD2 signaling inhibitors, cell-based, luminescence, uHTS, HEK293 (AID 1566) | HEK293 NOD2/NF-kB luciferase reporter, luminescence; higher % means a stronger effect | inhibition, % at 4 µM, or EC50 in µM where a hit was titrated | hit rate 0.63% among 290,000; note: many of its hits are not listed in these tables
KOR beta-arrestin-2: KOR antagonists, beta-arrestin recruitment, cell-based, luminescence, uHTS (AID 1778). Kappa-type opioid receptor (Homo sapiens). KOR beta-arrestin recruitment, luminescence, antagonist mode; higher % means a stronger effect. one-dose inhibition, % at 10 µM; IC50 in µM for titrated hits. hit rate 0.091% among 290,000; note: strong numbers were not always called active
NOD1 inhibition: NOD1 signaling inhibitors, primary screen, cell-based, luminescence, uHTS (AID 1578). NOD1-driven NF-kB luciferase reporter cells, luminescence; higher % means a stronger effect. hit rate 1% among 290,000. inhibition, % at 4 µM, or EC50 in µM where a hit was titrated; in the data active = inhibition mostly above about 36%, no sharp cut-off; inactive = mostly below about 34%;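 note: HEK-293T reporter cells stimulated with the NOD1 agonist gamma-tri-DAP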
GPR55 LPI antagonism: GPR55 antagonists blocking LPI-driven arrestin recruitment, primary screen, imaging, U2OS, beta-arrestin-GFP, LPI agonist (AID 2013). G-protein coupled receptor 55 (Homo sapiens). U2OS GPR55 beta-arrestin-GFP translocation imaging, LPI antagonism; higher % means a stronger effect. one-dose inhibition, % at 10 µM; IC50 in µM for titrated hits. hit rate 0.13% among 290,000;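 active = spots per cell inhibited over 60%, with over 100 cells counted and total cytoplasm intensity under 500,000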;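 note: U2OS cells stably carrying GPR55 and arrestin-GFP stimulated by 5 µM LPI near EC80; imaged beta-arrestin-GFP aggregate spots per cell after agonist stimulation; plate controls were LPI-stimulated DMSO wells for no effect and DMSO wells without LPI for full effect; some results filed as inactive read as strong as hits; confirmed hits need IC50 under 10 µM and bright autofluorescent wells are also inconclusive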
Myeloid diff MLP GFP+ MAC1+ %: also measured in Myeloid diff MLP; calls as there; GFP+ MAC1+ double positive, %; measured here: differentiation confirmed by MAC1 staining
The depositor's hits bear a star; i = inactive; · = not tested or not shown; [ ] = dose if it differs, or a comment. Cut-off read from the data, not from the text of the source, unless noted: active = inhibition above about 50%; inactive = the rest. These rows are one share of the data (hit frequency here may not be typical).

Results follow in this order: HEK293 NOD2/NF-kB | KOR beta-arrestin-1 | Myeloid diff MLP | KOR beta-arrestin-2 | GPR35 arrestin U2OS | Myeloid diff MLP GFP+ MAC1+ % | GPR55 LPI antagonism | GPR55 activation | NOD1 inhibition | HIV peptide binding
Clc1ccc(-c2nnc3n2-c2ccccc2SC3)cc1
  19% | -1.3% | i | 16% | 8% | 0.5 | 8% | 0.2% | -2% | -1.5%
NC(=O)NC(=O)COC(=O)c1ccc(OC(F)(F)F)cc1
  7% | -1.2% | i | -34%[20 µM] | -10% | 0.1 | -10% | -0.1% | -18% | 0.1%
CCCn1c(CN2CCN(C(=O)OCC)CC2)nc2cc(NC(=O)C(C)C)ccc21
  3% | -2.9% | i | -12% | -11% | 0.5 | -27% | 0.4% | 4% | -1.3%
O=C(O)C1CCN(C(=O)c2csc(-c3ccc4c(c3)CCO4)n2)CC1
  4% | · | i | -2% | -11% | 0.3 | 0% | -0.2% | -10% | -2.5%
COc1ccc(C(=O)C2CCN(CC(=O)Nc3ccc(OC)cc3OC)CC2)cc1
  -5% | 6.3% | i | -8% | 0% | 0.4 | 11% | -0.2% | -11% | -0.6%
CCc1ccc(OCc2n[nH]c(=S)n2C(C)CCCC(C)C)cc1 (stereo unspecified)
  3% | -6.1% | i | -12% | -1% | 0.0 | 3% | -0.3% | -39% | 2.3%
Cc1ccc2c(c1)N(S(=O)(=O)c1cc(-c3cc(C)no3)ccc1C)CCO2
  22% | 6.0% | i | 6% | 14% | 0.0 | -9% | 0.3% | -11% | 0.2%
NS(=O)(=O)c1ccc(CCNC(=O)CNCCc2ccccc2)cc1
  -9% | -0.4% | i | 2% | 2% | 0.6 | -2% | 0.0% | -6% | -1.5%
COc1nsnc1NS(=O)(=O)c1ccc(NC(=S)NC(=O)c2cccnc2)cc1
  2% | · | i | -24%[20 µM] | 11% | 0.4 | 3% | 0.2% | 24% | 1.8%
CCC(=O)N1CCc2cc(S(=O)(=O)N3CCN(c4ccccn4)CC3)ccc21
  3% | -4.8% | i | -1% | -13% | 1.2 | -9% | -0.1% | -6% | -2.2%
CC(C)=NOc1cc(NC(=O)CCl)cc([N+](=O)[O-])c1
  40% | 1.8% | i | -2% | 15% | 0.2 | 10% | -0.2% | 90%* | 1.8%
O=C(NCc1ccc2c(c1)OCO2)c1ccc(CN2CCOCC2)cc1
  3% | -0.4% | i | 17% | -8% | 1.4 | 1% | -0.1% | -12% | -1.7%
Cc1ccc(-n2nnnc2-c2ccco2)cc1
  12% | 0.4% | i | -28% | 13% | 1.1 | 6% | -0.4% | 37% | -2.5%
Cc1ccc(C(=O)NCC(=O)Nc2cccc(C(F)(F)F)c2)cc1
  1% | -2.6% | i | 7% | 2% | 0.6 | 8% | 0.3% | -21% | 2.0%
COc1ccc(CNc2ccc([N+](=O)[O-])cn2)cc1
  -37% | -3.9% | i | 23% | -9% | 0.9 | 5% | -0.2% | -2% | 1.1%
Cc1c(C(=O)O)cccc1-n1c(C)cc(C=O)c1C
  22% | 0.5% | i | -3% | 2% | 0.4 | 4% | -0.5% | -33% | 14%
O=C(Nc1ccc2ncccc2c1)Nc1ccc2ncccc2c1
  -73% | 1.7% | i | 46% | 7% | 0.2 | 14% | 0.0% | -2% | -1.0%
C/C(CC(=O)NC(C)C)=N\NC(=O)COc1cc(C)c(Br)cc1Br
  11% | -3.5% | i | -25% | 12% | 0.7 | -13% | 0.2% | 10% | -4.4%
Cc1ccc(S(=O)(=O)N2CCN(C(=O)COc3ccc(NC(=O)c4ccco4)cc3)CC2)cc1
  11% | 0.4% | i | 4% | -10% | 1.0 | -9% | 0.3% | 6% | -0.2%
O=C(NCc1ccc2c(c1)OCO2)NC1CCCCC1
  -10% | 2.6% | i | -29% | 3% | 0.4 | 15% | 0.9% | -37% | -1.0%
Fc1ccc(-c2nnc(Cc3nnc(-c4ccc(F)cc4)o3)o2)cc1
  11% | -1.2% | i | 3% | 22% | 0.6 | 6% | 0.2% | -4% | 1.4%
O=C(CCCOc1ccccc1)OCn1nnc2ccccc2c1=O
  0% | 1.0% | i | -12% | -1% | 0.3 | -3% | -0.3% | -27% | -2.3%
COc1ccc(-c2cccc(NC(=O)COc3ccc(Cl)cc3)c2)nn1
  -1% | -0.3% | i | -10% | 8% | 0.0 | -8% | -0.1% | -24% | -0.2%
Cc1ccccc1-c1noc(-c2ccc(O)cc2)n1
  -105% | -1.9% | i | 6% | 14% | 5.5 | -9% | 1.0% | -65% | 0.3%
COc1ccc(N=Nc2ccc(N)nc2N)cc1
  -155% | -1.6% | i | 13% | 14% | 0.5 | -12% | 0.0% | -21% | -0.9%
COc1ccc(CNC(=O)CCCC(=O)n2nc(C)c3ccccc32)cc1
  23% | -1.2% | i | -38% | 18% | 0.4 | -7% | -0.2% | -12% | 0.1%
Cc1[nH]c2ccccc2c1SCC(=O)N1CCC(C)CC1
  0% | -2.8% | i | -9% | -4% | 0.1 | -7% | -0.4% | -29% | -2.0%
C=CCN1C(=O)/C(=c2\sc3nc(=O)c(Cc4ccc(OC)c(OC)c4)nn3c2=O)c2ccccc21
  -4% | 4.8% | i | -41% | -11% | 0.9 | 6% | 0.1% | -9% | 1.8%
O=C(Nc1cccc(Cl)c1)NC1CCN(C2CCCCC2)C1 (stereo unspecified)
  -4% | 4.1% | i | -31%[20 µM] | -4% | 0.2 | 13% | -0.3% | 5% | 0.9%
O=C(CCCCCl)Nc1c2c(nc3ccccc13)CCC2
  16% | 10% | i | -28%[20 µM] | -7% | 0.5 | 20% | -0.1% | 19% | 1.3%
CC(=O)Nc1ccc(NC(=O)C2CCCN(C(=O)c3ccc(Cl)cc3)C2)cc1 (stereo unspecified)
  17% | 4.1% | i | -5% | 1% | 0.7 | -15% | 0.6% | -24% | -1.3%
Cc1ccc(NC(=O)Cn2nc(-c3ccccc3)nc2-c2ccccc2)c(C)c1
  13% | 0.0% | i | -8% | -2% | 1.0 | -12% | 0.5% | -2% | 1.7%
CC(c1ccccc1)n1c(SCC(=O)N2CC(=O)Nc3ccccc32)nc2ccccc2c1=O (stereo unspecified)
  6% | -2.1% | i | -5% | -12% | 0.4 | 17% | 0.3% | -2% | 1.3%
O=C1OCCC1Sc1nnnn1-c1ccc(Cl)cc1 (stereo unspecified)
  12% | -4.2% | i | 2% | 0% | 0.5 | -5% | -0.3% | -4% | -1.5%
Cc1cccc(C)c1NC(=O)Nc1ccc(S(N)(=O)=O)cc1
  17% | -0.5% | i | 21% | 2% | 0.6 | 10% | 0.1% | 0% | 2.6%
Cc1ccc(C(=O)N/C(=C\c2ccc(Br)cc2)c2nc(=S)[nH][nH]2)cc1
  -2% | 0.9% | i | -41% | 15% | 2.9 | 3% | 0.2% | 7% | 4.7%
Brc1cccc(-c2nnc(-c3ccccc3)o2)c1
  -106% | -2.5% | i | 2% | -3% | 1.1 | 6% | 0.1% | -52% | -2.4%
CNc1ccc(Br)cc(C(=O)/C=C/c2ccc(OC)cc2)c1=O
  -1% | 0.8% | i | -14% | 16% | 0.3 | 2% | 0.4% | -21% | 32%
CC1CCc2nc3ccccc3c(C(=O)OCC(=O)N3CCc4ccccc43)c2C1 (stereo unspecified)
  -6% | -0.1% | i | -53% | -2% | 0.4 | -8% | 0.7% | 45% | -2.2%
CSc1cccc(NC(=O)Cn2cnc(S(=O)(=O)N3CCCC3)c2)c1
  2% | -2.0% | i | -21% | 2% | 0.0 | 4% | 0.6% | -40% | -1.2%
CSc1nnc(C)c(=O)n1COC(=O)c1ccc([N+](=O)[O-])cc1
  -2% | 1.6% | i | -15% | -7% | 0.4 | -4% | 0.3% | -14% | 2.8%
Cc1c(NS(=O)(=O)c2ccc(N3CCN(C)CC3)c([N+](=O)[O-])c2)c(=O)n(-c2ccccc2)n1C
  5% | -5.4% | i | -3% | -10% | 0.1 | 11% | 0.1% | -24% | -0.9%
Cc1cccc(N(C(=O)Cn2nnc3ccccc32)C(C(=O)NC(C)(C)C)c2ccsc2)c1 (stereo unspecified)
  6% | -2.2% | i | -13% | -6% | 3.0 | 11% | -0.3% | -16% | 27%
Cc1ccc(S(=O)(=O)N(C)c2ccc(OCC(=O)N3CCCCC3)cc2)cc1
  6% | -0.9% | i | 29% | -6% | 1.9 | 9% | 0.0% | -32% | -1.1%
CCC(CO)NCC(O)COCc1ccc2c(c1)OCO2 (stereo unspecified)
  4% | -1.8% | i | 24% | -6% | 0.6 | 5% | 0.5% | -21% | -0.7%
CN(Cc1cccs1)C(=O)CCCc1c[nH]c2ccccc12
  -35% | 1.8% | i | -4% | 1% | 0.9 | -4% | -0.5% | -49% | -0.9%
CCCCC[C@H]1CN(C2CCCCC2)C(=O)[C@@H]1CC(=O)NCc1ccc(OC)cc1
  -19% | -2.4% | i | -39%[20 µM] | -6% | 2.5 | -1% | -0.3% | -9% | -0.5%
Oc1ccc(/C=N/Nc2cc(N3CCCC3)nc(N3CCCC3)n2)cc1
  -19% | 12% | i | -20% | -5% | 0.7 | -13% | 0.2% | 10% | 35%
CC(NC1c2ccccc2-c2ccccc21)c1ccccc1 (stereo unspecified)
  8% | -2.9% | i | 12% | -7% | 0.3 | -4% | -0.2% | -2% | -0.3%
S=C(NCC1CCCO1)Nc1ccccc1 (stereo unspecified)
  18% | -6.7% | i | -2% | -7% | 0.2 | 15% | -0.1% | -36% | -1.7%

Another view of 3 compounds above:
Molecule | HEK293 NOD2/NF-kB | KOR beta-arrestin-1 | Myeloid diff MLP | KOR beta-arrestin-2 | GPR35 arrestin U2OS | Myeloid diff MLP GFP+ MAC1+ % | GPR55 LPI antagonism | GPR55 activation | NOD1 inhibition | HIV peptide binding
CC1CCc2nc3ccccc3c(C(=O)OCC(=O)N3CCc4ccccc43)c2C1 (stereo unspecified) | -6% | -0.1% | i | -53% | -2% | 0.4 | -8% | 0.7% | 45% | -2.2%
Cc1cccc(C)c1NC(=O)Nc1ccc(S(N)(=O)=O)cc1 | 17% | -0.5% | i | 21% | 2% | 0.6 | 10% | 0.1% | 0% | 2.6%
CCC(CO)NCC(O)COCc1ccc2c(c1)OCO2 (stereo unspecified) | 4% | -1.8% | i | 24% | -6% | 0.6 | 5% | 0.5% | -21% | -0.7%
